PTAP TSG101 blk: qHTS Assay for Iinhibitors of HIV-1 Budding by Blocking the Interaction of PTAP/TSG101; Tumor susceptibility gene 101 protein (Homo sapiens), Q99816; Fluorescence polarization, FITC-PTAP peptide / Tsg101 binding; Potency, µM (doses to about 115 µM), without a hit: at the top dose activity change, negative = inhibition, usual class: inhibitors; 340,000 tested, under 10 active; active = well fitted inhibition curve with a large enough effect in the main read-out, with a control signal flat, not every such curve was filed as active; inconclusive = small, poorly fitted or top-dose-only effect, or effect the other way, or a change in a side signal; inactive = no such curve, though single readings can be large or run the other way; also: potency is read from the fitted curve at half-maximal effect; % of control where 0% means no effect
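FP read-out: FITC-PTAP peptide, 50 nM final, binding Tsg101 binding domain, 10 uM final; 20 min, r.t.; 10 mM HEPES pH 7.5, 0.15 M NaCl, 0.01% Tween 20, 3 mM EDTA, 0.1 mM TCEP.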
Menin MLL FP TR: qHTS Assay for Inhibitors Targeting the Menin-MLL Interaction in MLL Related Leukemias: Competition With Texas Red Labeled MLL-derived Mutant Peptide; O00255; Menin + Texas Red MLL mutant peptide, fluorescence polarization; Potency, µM (top dose mostly 61.6 µM), without a hit: at the highest dose FP activity change, negative = inhibition, hits mostly inhibitors; 270,000 tested, 0.23% active; active = well fitted inhibition curve with a large enough effect in the polarisation, with a control signal flat, not every such curve was filed as active; inconclusive = small, poorly fitted or top-dose-only effect, or effect the other way, or a change in a side signal; inactive = no such curve, though single readings can be large or run the other way; the % refers to the polarisation; also: potency is read from the fitted curve at half-maximal effect; % of control where 0% means no effect; many of its hits are not listed in these tables
Giardia killer: Small Molecules that selectively kill Giardia lamblia: qHTS; Giardia lamblia trophozoite viability; activity change, % at 7.66 µM, hits read low; 340,000 tested, 0.15% active; AID 540267, 2011; in the data active = activity change below about -80%; inconclusive = between about -30% and that limit;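 also: parasites exposed to compound for two days anaerobically before the ATP read; % is scaled to controls: 0 for no effect and ±100 for the full control effect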
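ATP-content bioluminescence gauges trophozoite survival. Cells (100/well) receive compound and incubate anaerobically for 48 hrs at 37 deg C; detection reagent follows for 15-30 min at room temperature.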
PKM2 act: qHTS Assay for Activators of Human Muscle isoform 2 Pyruvate Kinase; Pyruvate kinase PKM (Homo sapiens), P14618; purified PKM2, Kinase-Glo ATP luminescence, activation; response scale: 0% is enzyme alone, no compound; Potency, µM (series often up to 57.5 µM), for the others: at the highest dose activation, hits mostly activators; 260,000 tested, 0.34% active; also: potency is read from the fitted curve at half-maximal effect; % is scaled to controls: 0 for no effect and ±100 for the full control effect; nearly all actives have a fitted effect of over 55% in size
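hPK-M2, >95% pure; 0.1 mM ADP / 0.5 mM PEP final; imidazole pH7.2 buffer w/ 7 mM MgCl2, 50 mM KCl; 1 h RT; Kinase-Glo lum. Intermediate enzyme activity for dual inhibitor/activator qHTS.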
B2AR arrestin: qHTS assay of beta-arrestin-biased ligands of beta2-adrenergic receptor. 330,000 tested, 0.02% active. Potency, µM (top dose mostly 46.1 µM), without a hit: at the highest dose activation, usual class: activators. AID 492947, 2010. Beta-2 adrenergic receptor (Homo sapiens), P07550. beta-arrestin recruitment to beta2AR, cell-based reporter;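 also: potency is read from the fitted curve at half-maximal effect; 0% = DMSO controls and full agonism = EC100 isoproterenol or metaproterenol; nearly all actives have a fitted effect of over 65% in size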
Target sequence (P07550 whole entry, looked up): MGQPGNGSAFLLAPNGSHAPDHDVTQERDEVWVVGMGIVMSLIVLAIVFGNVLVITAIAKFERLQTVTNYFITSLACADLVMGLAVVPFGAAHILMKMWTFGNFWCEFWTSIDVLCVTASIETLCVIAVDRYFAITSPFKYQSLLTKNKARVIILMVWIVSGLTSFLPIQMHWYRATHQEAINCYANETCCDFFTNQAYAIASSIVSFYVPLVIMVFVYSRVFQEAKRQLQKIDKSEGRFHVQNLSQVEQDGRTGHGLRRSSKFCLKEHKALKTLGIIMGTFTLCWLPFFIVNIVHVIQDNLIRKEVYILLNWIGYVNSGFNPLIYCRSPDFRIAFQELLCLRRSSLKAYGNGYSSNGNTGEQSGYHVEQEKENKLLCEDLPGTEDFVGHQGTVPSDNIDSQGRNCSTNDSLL
BCR signal inh: qHTS Assay to Find Inhibitors of Chronic Active B-Cell Receptor Signaling; AID 493014, 2011; ABC-DLBCL IkBa-CBG/CBR reporter, luminescence ratio, 4 h; Potency, µM (series often up to 46.1 µM), without a hit: at the highest dose ratio change, negative = lower green/red ratio, usual class: inhibitors; 340,000 tested, 0.05% active; active = well fitted inhibition curve with a large enough effect in the signal ratio, with a control signal flat, not every such curve was filed as active; inconclusive = small, poorly fitted or top-dose-only effect, or effect the other way, or a change in a side signal; the % refers to the signal ratio;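 also: potency is read from the fitted curve at half-maximal effect; plate controls were basal doxycycline-induced cells for no effect and cells given 10 µM MG132 for full effect; MG132 reads +100%, hits lower the ratio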
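TMD8 human ABC-DLBCL cells with doxycycline-inducible IκBα–green luciferase fusion and unfused red luciferase, in 0.5% FBS medium; compounds up to 46 uM, 4 h at 37C. Green/red luminescence ratio, filter-overlap corrected, fitted to concentration-response curves.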
Tb PFK block: qHTS Assay to Find Inhibitors of T. brucei phosphofructokinase | T. brucei PFK, ADP-Glo luminescence | Potency, µM (titrated, usually from 57.5 µM), without a hit: at the top dose activity, negative = inhibition, actives largely listed as inhibitors | 330,000 tested, 0.17% active;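 also: potency is read from the fitted curve at half-maximal effect; 0% = uninhibited 1x PFK enzyme wells and -100% = no-enzyme wells; nearly all actives have a fitted effect of over 60% in size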
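Activity is normalized to no-enzyme wells (full inhibition) and 1.25 nM enzyme wells (no inhibition). Reaction: 0.5 mM F6P, 0.1 mM ATP, 45 min RT, ADP-Glo luminescence; concentration-response curves fitted and classed by quality.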
Integrin act MD: qHTS for Activators of Integrin-Mediated Alleviation for Muscular Dystrophy. alpha7betagal myoblasts, beta-gal FDG fluorescence, 48 h. Potency, µM (top dose mostly 38.3 µM), without a hit: top-dose activation, actives largely listed as activators. 350,000 tested, 0.064% active;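 also: potency is read from the fitted curve at half-maximal effect; 100% = response of the positive control SU9516; nearly all actives have a fitted effect of over 60% in size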
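alpha7betagal+/- myoblasts (passage 13, 250/well) treated 48 h at 37C with compounds at 1:260 dilution of DMSO stock. Lysed, then beta-galactosidase activity read as FDG fluorescence (ex 480/em 540) after 30 min, with pre-read for autofluorescence.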
GALK inh: qHTS Assay for Inhibitors of Human Galactokinase (GALK). Potency, µM (titrated, usually from 57.5 µM), for inactives: at the highest dose activity change, negative = inhibition, usual class: inhibitors. Purified GALK, Kinase-Glo residual ATP luminescence. P51570. 270,000 tested, 0.007% active; also: potency is read from the fitted curve at half-maximal effect; % is scaled to controls: 0 for no effect and ±100 for the full control effect
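ATP-depletion format; final 35 uM ATP, 100 uM D-galactose, 5 nM enzyme; pH 8.0 HEPES/Mg2+ buffer; 60 min RT; luminescence read 10 min after detection reagent.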
S-ASM inh: Inhibitors of Secretory Acid Sphingomyelinase (S-ASM): qHTS. Potency, µM (highest dose often 57.5 µM), inactives show at the top dose activity change, negative = inhibition, usual class: inhibitors. placental ASM, HMU-PC fluorogenic substrate, 60 min. Sphingomyelin phosphodiesterase (Homo sapiens), P17405. AID 504937, 2011. 340,000 tested, 0.006% active; also: potency is read from the fitted curve at half-maximal effect
Target sequence (P17405 47-631 limits assumed): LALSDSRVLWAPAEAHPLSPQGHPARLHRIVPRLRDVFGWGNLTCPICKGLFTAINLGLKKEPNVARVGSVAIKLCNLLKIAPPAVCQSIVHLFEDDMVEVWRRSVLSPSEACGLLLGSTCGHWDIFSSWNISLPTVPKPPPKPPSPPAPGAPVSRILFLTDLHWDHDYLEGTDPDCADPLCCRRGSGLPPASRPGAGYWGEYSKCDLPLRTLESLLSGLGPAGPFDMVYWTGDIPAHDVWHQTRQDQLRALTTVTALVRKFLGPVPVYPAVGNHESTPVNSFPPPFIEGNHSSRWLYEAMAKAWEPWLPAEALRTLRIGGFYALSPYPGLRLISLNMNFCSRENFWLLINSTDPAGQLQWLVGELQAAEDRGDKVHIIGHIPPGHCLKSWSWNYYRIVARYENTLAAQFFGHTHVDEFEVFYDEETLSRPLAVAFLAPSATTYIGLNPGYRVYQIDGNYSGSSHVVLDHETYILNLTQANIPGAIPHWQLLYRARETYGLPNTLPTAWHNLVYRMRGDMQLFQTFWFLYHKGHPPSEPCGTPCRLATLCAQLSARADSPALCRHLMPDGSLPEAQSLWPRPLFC
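Human placenta-derived ASM enzyme was preincubated with compound for 10 minutes at room temperature, then given fluorogenic substrate HMU-PC0 (9 uM final) for 60 minutes at 37 °C; a pH 10 stop preceded fluorescence reading at Ex 386/Em 447 nm.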
FBPA coupling cs: qHTS Assay for Inhibitors of Fructose-1,6-bisphosphate Aldolase from Giardia Lamblia: Coupling assay counterscreen; AID 2472, 2010; activity change, negative = inhibition, % at 58.2 µM, hits read low; coupling enzyme system counterscreen, AmpLite Red fluorescence; 290,000 tested, 0.67% active; in the data active = activity change below about -30%; also: % is scaled to controls: 0 for no effect and ±100 for the full control effect
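Activity here indicates interference with the coupling reaction, not aldolase inhibition. Compounds at 57.5 uM final met coupling enzymes for 10 min at RT; substrate and AmpLite Red detection followed, with a 525/598 nm fluorescence read after 20 min.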
Numbers without * were called inactive; ? = inconclusive; nt = not tested or not shown; & = joins results of further samples; [ ] = remark or other dose. Unless noted, calls follow the shape of the dose curve; as a rule, active = well fitted curve in the direction sought with a large enough effect; inconclusive = small, poorly fitted or top-dose-only effect, or another doubt; inactive = no such curve, though single readings can be large; an effect the other way counts as inactive or inconclusive.

SMILES	PTAP TSG101 blk	Menin MLL FP TR	Giardia killer	PKM2 act	B2AR arrestin	BCR signal inh	Tb PFK block	Integrin act MD	GALK inh	S-ASM inh	FBPA coupling cs
CCOC(=O)C1CCCN(C2CC(=O)N(c3ccc(NC(C)=O)cc3)C2=O)C1 (stereo not drawn)	-11%	0%	2	-11%	0.3%	10%	5%	15%	-3%	-3%	0
Cc1cnc(NC(=O)CSc2ncc(-c3ccccc3)n2Cc2ccco2)s1	-6%	0%	2	4%	0.4%	?	1%	-24%	-2%	-7%	-1
CCOc1ccc(OCC)c(NC(=O)C2CCN(S(=O)(=O)c3c(C)noc3C)CC2)c1	5%	-11%	5	-9%	0.1%	-7%	1%	19%	2%	-1%	-1
CC(=O)Nc1c(C)ccc(CNC(=O)COc2cc(C)ccc2C)c1C	1%	-8%	-3	11%	-1.3%	1%	-1%	-16%	1%	7%	-6
CCOC(=O)[C@H]1[C@H]2COc3ccc(Br)cc3[C@@H]2N2C(=O)c3cc(F)c(F)cc3NC(=O)[C@@]12C	-5%	nt	-7	nt	6.5%	?	-10%	-24%	nt	-2%	nt
COc1ccc(C)cc1NS(=O)(=O)c1ccc(NC(=O)CN(c2cc([N+](=O)[O-])ccc2C)S(C)(=O)=O)cc1	-4%	3%	11	2%	0.2%	0%	0%	-44%	-1%	-18%	4
CCc1c(C)c2c(C)nn(-c3ccccc3)c2[nH]c1=O	0%	-2%	2	0%	-0.1%	-5%	1%	13%	2%	-3%	2
CC1=C/C(=C\C=C(C#N)C#N)N(C)c2ccccc21	18%	nt	8	-2%	0.0%	12%	2%	-14%	1%	-6%	3
Cc1cc2cc3c(cc2nc1SCC(=O)O)OCCO3	-1%	3%	16	2%	-0.4%	?	5%	-3%	1%	5%	1
Cc1[nH]n(C(C)(C)C)c(=O)c1Sc1ccc(Cl)cc1	-8%	0%	4	9%	0.8%	8%	0%	-1%	-1%	2%	1
COCCN(C(=O)COC(=O)/C=C/c1ccc2c(c1)OCO2)c1c(N)n(Cc2ccccc2)c(=O)[nH]c1=O	-10%	nt	1	nt	0.1%	-11%	-12%	-15%	nt	6%	nt
CS(=O)(=O)c1ccc(NCCc2ccccn2)c([N+](=O)[O-])c1	-2%	-17%	-22	14µM*	0.2%	1%	0%	1%	-2%	11%	1
Cc1[nH]c2ccccc2c1C(=O)CN1C(=O)NC(C)(c2ccc(Cl)cc2Cl)C1=O (stereo not drawn)	1%	18%	8	-4%	2.8%	-11%	0%	-25%	0%	-20%	1
COc1ccc(C)cc1NC(C)C(=O)NC(=O)NC1CCCCC1 (stereo not drawn)	-1%	nt	23	nt	0.3%	-15%	0%	8%	nt	5%	nt
O=C(COC(=O)CCC(=O)c1ccccc1)NNC(=O)c1ccc(Cl)cc1	0%	nt	10	nt	-0.3%	-10%	0%	17%	nt	nt	nt
O=C(O)CN1C(=O)/C(=C/c2ccccc2Cl)Oc2ccccc21	-8%	12%	4	nt	0.1%	-2%	18%	?	-7%	148%[activator]	12
Clc1ccc(C2Nc3ccccc3-n3cccc32)cc1 (stereo not drawn)	-2%	0%	-18	5%	-0.6%	12%	10%	13%	-2%	190%[activator]	4
CN(C(=O)Cn1cnc([N+](=O)[O-])n1)C1CCCCC1	-3%	4%	-23	nt	-0.1%	2%	-8%	-7%	6%	-15%	-3
COc1ccc(NC(=S)NCCCN2CCCC2)cc1	-1%	6%	-4	-2%	0.1%	2%	2%	?	-1%	0%	1
CCOC(=O)CN1C(=O)N[C@@H](c2ccccc2)C(C(=O)OC)=C1C	0%	21%&5%	15	-2%	-0.3%	0%	-1%	33%	nt	-1%	0&0
C=C(C)c1ccccc1NC(=O)CCN1C(=O)c2ccccc2S1(=O)=O	-2%	nt	4	nt	0.2%	0%	-5%	0%	1%	1%	0
CCOC(=O)c1ccc(NC(=S)Nc2cc(C)cc(C)n2)cc1	-6%	0%	-13	4%	-0.3%	6%	0%	4%	0%	2%	3
Cc1cc(C(=O)Nc2ccc(OCc3ccccc3)cc2)c(C)o1	-1%	23%	-19	-36%	-0.3%	?	-2%	-11%	3%	-5%	-1
CCN1CCN(c2ccc(N3CCN(S(=O)(=O)c4ccc(C)c([N+](=O)[O-])c4)CC3)nn2)CC1	-4%	nt	-5	nt	-1.0%	12%	-10%	5%	nt	nt	nt
CC1Cc2ccccc2N1C(=O)c1ccc(N2CCCC2)c([N+](=O)[O-])c1 (stereo not drawn)	-3%	-21%	-1	8%	-0.3%	15%	-13%	7%	-1%	-19%	1
COc1ccc(CNC(=O)C2CCCN(S(=O)(=O)N3CCC(C)CC3)C2)c(OC)c1 (stereo not drawn)	3%	-10%	21	nt	-0.4%	3%	2%	0%	-7%	-2%	0
Cc1ccc2nc(NC(=O)CSc3nnc(C)c(=O)n3N)sc2c1	-3%	7%	14	4%	0.2%	-1%	4%	-7%	0%	6%	3
COc1ccc(NC(=O)C2=CC(c3ccc(C)cc3)=NS(=O)(=O)N2C)cc1	-1%	41%[activator]	4	-1%	0.0%	5%	-2%	17%	nt	-20%	0
O=C(NCCN1CCN(c2ccccc2)CC1)Nc1cccc(Br)c1	-3%	-2%	13	nt	-0.2%	-12%	7%	-24%	1%	-1%	0
CCCn1c(CN(Cc2ccccc2)Cc2ccccc2)nc2c1c(=O)n(C)c(=O)n2C	0%	-11%	?	-14%	2.2%	?	-3%	-1%	-4%	0%	5
O=C(CN1C(=O)NC2(CCCCC2)C1=O)Nc1ccccc1N1CCCCC1	-6%	nt	15	nt	-0.2%	0%	0%	6%	nt	-4%	nt
CCCCc1cc(=O)oc2cc(C)c(CN3CCCC3)c(O)c12	-3%	?	-3	-1%	-0.6%	?	?	36%	-1%	-1%	3
O=c1oc(CCCO)cc2ccc(C#Cc3cccnc3)cc12	-5%	nt	-15	nt	-1.6%	-19%	6%	-10%	nt	16%	nt
COc1cccc(/C=N/Nc2nccnc2Cl)c1O	-13%	-18%	3	-64%	-0.3%	?	-21%	-5%	14%	-1%	-1
O=C(N/N=C/c1ccccn1)c1cc(C2CC2)nc2ccccc12	0%	3%	-3	-1%	-0.3%	?	4%	-35%	2%	-3%	1
Cc1nn(C)c(C)c1/C=C/C(=O)c1ccc(Cl)cc1Cl	6%	-17%	-14	-6%	0.3%	?	-2%	-40%	-2%	2%	0
O=C(NCC1c2ccccc2CCN1C(=O)CN1C(=O)c2ccccc2C1=O)C1CCCCC1 (stereo not drawn)	1%	-4%	-9	9%	0.0%	13%	0%	-8%	1%	1%	1
S=C(Nc1cccc(Cl)c1Cl)N1CCC2(CC1)OCCO2	-1%	21%	-2	-11%	0.0%	?	-4%	-14%	-2%	4%	2
CC(=O)Nc1ccc(C(=O)NCC2CCCCC2)cc1	0%	-3%	-3	nt	-0.1%	1%	-7%	?	4%	-4%	2
O=C(CCS(=O)(=O)c1ccccc1)Nc1ccccc1-c1nc2ccccc2s1	-1%	?	-1	-2%	-0.8%	-7%	6%	?	-2%	-2%	0
CC1CCCCN1C(=O)N[C@@H](Cc1ccccc1)C(=O)O (stereo partly drawn)	nt	-1%	-13	-1%	-0.4%	3%	1%	14%	5%	4%	0
Cc1noc(C)c1COC(=O)c1ccccc1Oc1ccccc1	0%	-8%	6	-7%	0.0%	-18%	-2%	23%	0%	0%	1
Cc1ccccc1C(=O)NC(=S)N(C)CCc1ccccn1	-1%	-11%	2	nt	-1.1%	?	-4%	-2%	10%	1%	0
O=c1cc(CSc2ccc(Cl)cc2)nc(N2CCOCC2)[nH]1	0%	-11%	-15	-3%	-0.2%	4%	-4%	0%	-2%	-1%	5
CC(C)n1c(CCCO)nc2ccccc21	-4%	5%	-4	-4%	-1.2%	?	-1%	-7%[7.66 µM]	3%	1%	4

From PubChem

Some of the compounds tested; the hit share may differ from the screen's.
